GLD-1 TGE inh – GLD-1-TGE RNA interaction inhibition (C. elegans) | purified GLD-1 + fluorescein TGE RNA, fluorescence polarization | inhibition, % at 5.96 µM | Q17339 | 320,000 tested, 0.44% active;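 active = percent inhibition above a per-plate cutoff, the plate mean of test compounds plus 3 SD, cut at about 30% in these data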;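 note: 0% = DMSO wells with GLD-1 and probe and 100% = wells lacking GLD-1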
VLA-4 inh – inhibition in a human VLA-4 binding assay; inhibition, % (about 7 µM as worked out from the volumes in the protocol); AID 2557; P13612; VLA-4 expressing cells, ligand binding flow cytometry; 330,000 tested, 0.2% active; in the data active = inhibition above about 50%
Efflux pump inh – inhibitors of Candida antifungal efflux pumps expressed in yeast; S. cerevisiae Candida pump triplex, Nile Red efflux; inhibition, % at 10 µM; 330,000 tested, 0.44% active; AID 485275;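 active = plate passing quality check with inhibition over a set limit, or well fluorescence over plate mean plus 4 SD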;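 note: Nile Red retained in pooled yeast measured as flow cytometry median fluorescence; 0% = buffer negative control and 100% = Enniatin B positive control; higher means more Nile Red kept so more efflux inhibition; some compounds called inactive have numbers as strong as hits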
GRK2 inh – inhibitors of human GRK2 displacing RNA aptamer. P25098. bead flow cytometry, FAM-aptamer displacement from GRK2. inhibition of aptamer binding, % at 10 µM. 330,000 tested, 0.59% active. AID 488847;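 active = inhibition of aptamer binding above 40%, roughly 3 SD of noise, on plates passing a quality check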;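 note: median bead fluorescence of bound FAM aptamer so fluorescent compounds give negative values; no value below 0 was filed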
PME-1 primary – blocks human protein phosphatase methylesterase 1; Q9Y570; recombinant PME-1, FP-Rh probe fluorescence polarization; inhibition, % at 5.9 µM; 320,000 tested, 0.53% active; AID 2130;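 active = inhibition above the campaign mean of all compounds plus 3 SD, cut at about 26% in these data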;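 note: competitive labeling of PME-1 active site by serine hydrolase directed probe; 0% = PME-1 with DMSO and 100% = wells lacking PME-1 enzyme; inhibitors block probe labeling so polarization falls and inhibition rises; many of its hits are not listed in these tables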
Target sequence (Q9Y570 whole entry, looked up): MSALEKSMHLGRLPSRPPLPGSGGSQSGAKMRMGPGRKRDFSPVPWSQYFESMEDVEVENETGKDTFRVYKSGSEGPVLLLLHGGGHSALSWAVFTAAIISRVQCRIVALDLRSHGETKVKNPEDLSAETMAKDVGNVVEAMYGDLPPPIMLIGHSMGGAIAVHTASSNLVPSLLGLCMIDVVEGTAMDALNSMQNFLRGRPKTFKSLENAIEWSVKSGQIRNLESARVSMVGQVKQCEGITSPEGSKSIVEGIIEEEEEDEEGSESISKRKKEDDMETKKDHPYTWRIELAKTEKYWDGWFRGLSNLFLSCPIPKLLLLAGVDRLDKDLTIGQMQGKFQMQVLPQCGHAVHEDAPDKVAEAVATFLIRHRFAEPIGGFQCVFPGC
Fam108B inh – counter-screen for RBBP9 inhibitors: inhibitors of mouse Fam108B | recombinant Fam108B, FP-Rh probe fluorescence polarization | inhibition, % at 9.51 µM | 300,000 tested, 0.33% active;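 active = inhibition above the screen mean inhibition plus 3 SD, computed separately per campaign, cut at about 18% in these data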;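 note: inhibitors lower polarization as less probe binds the enzyme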
MEX-5 binding – C. elegans MEX-5 TCR-2 RNA binding activity. MEX-5/FITC-TCR2 RNA binding, fluorescence polarization; stronger effect = lower value. activity score (negative = inhibition of binding), % at 10 µM. 300,000 tested, 0.38% active. AID 1832;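 active = inhibition past about -25% in most replicates, and total fluorescence under double the plate's negative control median, limit read from the data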;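 note: 0% = DMSO and -100% = 5 µM competing unlabeled TCR2 RNA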
Target sequence (Q9XUB2 whole entry, looked up): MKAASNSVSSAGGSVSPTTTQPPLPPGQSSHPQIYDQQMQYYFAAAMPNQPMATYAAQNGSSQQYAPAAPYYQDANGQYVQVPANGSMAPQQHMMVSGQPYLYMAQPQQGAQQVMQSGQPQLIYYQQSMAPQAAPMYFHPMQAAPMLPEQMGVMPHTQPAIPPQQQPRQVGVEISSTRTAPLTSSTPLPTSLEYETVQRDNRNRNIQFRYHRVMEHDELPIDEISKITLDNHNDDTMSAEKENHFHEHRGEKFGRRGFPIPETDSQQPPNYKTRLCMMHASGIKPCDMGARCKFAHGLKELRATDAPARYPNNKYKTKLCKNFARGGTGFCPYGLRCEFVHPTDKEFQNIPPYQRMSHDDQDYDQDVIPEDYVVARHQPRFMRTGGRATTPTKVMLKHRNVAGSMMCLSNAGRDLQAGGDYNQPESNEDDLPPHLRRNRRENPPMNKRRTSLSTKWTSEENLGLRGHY
MCL1-BIM inh – inhibitors of human MCL1 binding to BIM-BH3 peptide; 320,000 tested, 0.68% active; inhibition, % at 10.9 µM; AID 2057; GST-MCL1 / FITC-Bim-BH3 fluorescence polarization; Q07820;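 active = inhibition above the mean inhibition of all tested compounds plus 3 SD, set per campaign, cut at about 40% in these data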;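 note: 0% = DMSO wells and 100% = unlabeled Bim-BH3 peptide control; higher means more loss of mP so more displacement of Bim peptide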
BCLXL inh – inhibitors of human Bcl-xL; Q07817; GST-Bcl-xL / FITC-Bim BH3 peptide fluorescence polarization; inhibition, % at 10.9 µM; 320,000 tested, 0.7% active;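 active = inhibition above the mean of all tested compounds plus 3 SD, cutoff set per campaign, cut at about 30% in these data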;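 note: 0% = DMSO wells and 100% = unlabeled Bim-BH3 peptide competitor; inhibitors lower millipolarization by displacing the labeled peptide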
Target sequence (Q07817 whole entry, looked up): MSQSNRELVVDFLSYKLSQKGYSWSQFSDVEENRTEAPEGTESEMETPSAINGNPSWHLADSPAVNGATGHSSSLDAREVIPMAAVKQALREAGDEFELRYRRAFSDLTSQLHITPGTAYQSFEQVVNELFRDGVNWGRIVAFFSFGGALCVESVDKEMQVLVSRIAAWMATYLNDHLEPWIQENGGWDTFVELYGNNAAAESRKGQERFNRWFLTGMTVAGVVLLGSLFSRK
* hit, by the source's call; x = not tested or not shown.

mol | GLD-1 TGE inh | VLA-4 inh | Efflux pump inh | GRK2 inh | PME-1 primary | Fam108B inh | MEX-5 binding | MCL1-BIM inh | BCLXL inh
NC(=O)c1nsc(C(=O)N(c2cccc(O)c2)C(C(=O)NC2CCCC2)c2ccc(Cl)cc2)c1N (stereo not given) | 4 | -1 | -0.4 | 2 | -7 | 0 | 1.2 | 3 | 6
Cc1ccc(NCc2nnc(SCC(=O)c3ccccc3)o2)c(C)c1 | 6 | 3 | 0.0 | 3 | -4 | 2 | 2.2 | 3 | -5
CNc1c(NC(=O)COc2ccc(Cl)cc2)c(=O)oc2ccccc12 | 3 | 25 | 0.0 | 0 | 4 | -3 | -0.5 | 4 | 1
COc1ccc(CCN2C(=NC(=O)CCC(=O)O)SC3CS(=O)(=O)CC32)cc1OC (stereo not given) | 4 | 3 | 0.1 | 0 | 1 | -1 | 0.9 | 6 | 9
CCOC(=O)c1[nH]c(COC(=O)CCOc2ccccc2OC)c(C(=O)OCC)c1C | 6 | 4 | 0.2 | 1 | -6 | 1 | 0.5 | -2 | -5
CCOC(=O)C1CCCN(CC(=O)c2c[nH]c3ccc(C)cc23)C1 (stereo not given) | 0 | -3 | -0.2 | 0 | -1 | 0 | -0.9 | -3 | -1
CCOC(=O)C1=C(C)NC(=O)NC1c1ccc(N2CCC(c3ccccc3)=N2)cc1 (stereo not given) | -11 | -143 | 0.0 | 0 | -8 | -7 | -12 | 19 | -7
COC(=O)c1[nH]c(C)c(/C(O)=C2\C(=O)C(=O)N(CCN3CCOCC3)C2c2ccc(C)o2)c1C (stereo not given) | 6 | -7 | 0.0 | 0 | -4 | 7 | -1.2 | 4 | 7
CC1(C)Cc2ccccc2-c2c1c(=O)n(Cc1ccccc1)c1nnnn21 | -2 | -12 | -0.1 | 4 | -4 | 1 | 2.2 | 9 | 1
COc1ccccc1N1CCN(c2cc(=O)n(-c3ccccc3Cl)c(=O)[nH]2)CC1 | 2 | -6 | -0.1 | 0 | 2 | -4 | 1.1 | 2 | -3
CS(=O)(=O)N(Cc1ccc(C(=O)NN=C2CCCCCC2)cc1)c1ccccc1 | -5 | 12 | 0.3 | 0 | 1 | 3 | 3.0 | 6 | 3
CN(C)c1nnnn1-c1ccc(OC(F)(F)F)cc1 | -7 | 6 | 0.0 | 0 | 9 | 4 | 3.2 | 5 | 6
O=S1(=O)CC2N=C(N(Cc3ccc(F)cc3Cl)c3ccccc3F)SC2C1 (stereo not given) | 1 | 11 | 0.3 | 0 | -3 | -1 | -0.7 | 3 | 1
CCC(=O)c1ccc(OCC(=O)Nc2ccc(S(=O)(=O)Nc3cc(C)nc(C)n3)cc2)cc1 | 4 | 24 | -0.2 | 0 | x | x | x | x | x
CCOc1ccc(OCC(=O)N2CCOCC2)cc1 | -4 | 20 | -0.1 | 4 | -3 | -4 | 1.3 | -3 | 2
COc1ccc(Cc2nnc(NC(=O)c3c(-c4ccccc4)noc3C)s2)cc1 | 3 | 20 | -0.2 | 2 | 4 | -3 | 0.1 | 9 | 3
CCCCC(c1nnnn1Cc1ccco1)N1CCN(C(=O)c2ccco2)CC1 (stereo not given) | -4 | -6 | 0.1 | 1 | -2 | -1 | -0.3 | -3 | 2
CCS(=O)(=O)c1ccc2oc(Nc3ccc(OC)c(OC)c3)nc2c1 | 3 | 18 | 0.4 | 2 | 5 | 2 | -0.8 | 9 | 9
Cc1ccnc(SCCn2c(N3CC(C)CC(C)C3)nc3c2c(=O)n(C)c(=O)n3C)n1 (stereo not given) | -3 | 8 | 0.1 | 1 | -4 | 1 | 2.7 | 1 | 5
Cc1ccc(/C=N/NC(=O)NC2CCCCC2)o1 | 9 | -7 | 0.0 | 5 | -11 | 0 | 3.6 | -18 | -7
COc1ccc(NC(=O)CSc2nnc(C3CC3)n2C)cc1 | 6 | 7 | 0.1 | 0 | -1 | -1 | 2.3 | -4 | -1
COc1ccc(CN(C)C(=O)C2CCN(S(=O)(=O)c3cccs3)CC2)cc1F | 8 | 4 | 0.0 | 0 | 12 | x | x | -14 | -6
CCC(CC)c1nc(NCCC(=O)O)c2ccccc2n1 | 6 | -4 | 0.0 | 2 | -1 | -4 | 3.9 | -2 | -1
CNc1ccc(S(=O)(=O)NCC(=O)NCCCc2ccccc2)cc1[N+](=O)[O-] | 5 | -1 | 0.0 | 2 | 0 | 2 | -0.7 | 17 | 4
N#C/C(=C\c1ccncc1)c1ccc(NC(N)=O)cc1 | -3 | -5 | 0.0 | 0 | 2 | 3 | 1.1 | -1 | 2
Cc1ccc2c(c1)C(=O)CCCCC(=O)N2 | 7 | 7 | 0.2 | 1 | -1 | -3 | -3.5 | 2 | 8
Cc1cc2c(OCC(O)CN3CCCC3)cccc2[nH]1 (stereo not given) | 5 | -3 | 0.0 | 0 | 3 | 2 | 2.6 | 6 | 5
CC1=CC(C)(C)N(S(=O)(=O)c2ccc(C)cc2)c2cc(C)ccc21 | 7 | 16 | 0.3 | 3 | -3 | -2 | 2.2 | -9 | -2
O=C(CCc1ccccc1)n1nc(-c2ccccc2)nc1NCc1ccco1 | 9 | 15 | 5.1 | 3 | -2 | -8 | 1.0 | -6 | -4
CC(NS(=O)(=O)c1ccc(Cl)c(Cl)c1)C(=O)Nc1cccnc1 (stereo not given) | 1 | 2 | 0.1 | 0 | x | x | x | x | x
Cc1cccc(C2c3[nH]c4ccccc4c3CCN2C(=O)c2cc(C(C)C)nc(N)n2)n1 (stereo not given) | 7 | -11 | -0.1 | 2 | 5 | -3 | -1.1 | 17 | 3
CC1CCCCN1CCNC(=O)C1CCN(S(=O)(=O)N2CCCCC2)CC1 (stereo not given) | 7 | 18 | -0.2 | 0 | -4 | 0 | -8.1 | 22 | 20
Cn1cnc(S(=O)(=O)Nc2cc(-c3ccc(Cl)cc3)nn2C)c1 | -2 | -6 | -0.3 | 4 | -2 | 2 | 1.3 | 3 | 5
CCC(=O)N1CCc2cc(S(=O)(=O)CCC(=O)O)ccc21 | -2 | 5 | -0.2 | 3 | 1 | 5 | 0.4 | 10 | 1
CC(C)(C)C(=O)CSc1nccc(=O)[nH]1 | 4 | 1 | -0.3 | 0 | -10 | 2 | -2.3 | -3 | 1
CCOc1ccc(S(=O)(=O)Nc2ccc(C(=O)N/N=C/c3c(C)nn(-c4ccccc4)c3N3CCCC3)cc2)cc1 | 1 | 7 | 0.1 | 1 | 17 | -4 | -2.1 | 0 | 2
NNc1nnc2c3cc(F)ccc3n(Cc3ccccc3)c2n1 | -2 | 4 | 0.6 | 4 | 5 | -4 | -1.1 | 6 | -2
COc1ccc(S(=O)(=O)Nc2cccc3c2O[C@H](CN(C)C(=O)NC(C)C)[C@@H](C)CN([C@H](C)CO)C3=O)cc1 | -5 | -2 | 0.3 | 2 | x | x | x | x | x
COC(=O)c1ccc(NC(=O)C(=O)N2CCN(C(=S)Nc3ccc(C)cc3)CC2)cc1 | -2 | 6 | -0.2 | 2 | 1 | 5 | -0.8 | 5 | 5
CC(C)Cc1nnc(NS(=O)(=O)c2ccc([N+](=O)[O-])cc2)s1 | 1 | -1 | 0.0 | 1 | 3 | 3 | 1.7 | -5 | -1
Cc1nn(S(=O)(=O)c2ccccc2)c(C)c1S(=O)(=O)N1CCOCC1 | -6 | 0 | -0.1 | 0 | 8 | 0 | x | 3 | -1
O=C(NCCC(=O)N1CCN(S(=O)(=O)c2ccccc2)CC1)c1ccc(Br)cc1 | -3 | -3 | -0.2 | 0 | -2 | -1 | -1.6 | 5 | 6
Nc1nc(N2CCN(C(=O)c3ccco3)CC2)nc2ccc(Br)cc12 | -7 | -1 | 0.1 | 0 | -4 | -2 | -1.0 | -2 | 5
COc1ccc(CCN(C)Cc2c(O)ccc3cc(Br)ccc23)cc1OC | 5 | 12 | 0.0 | 0 | 7 | 0 | 0.9 | -3 | 5
CC(C)CN(C1CCS(=O)(=O)C1)S(=O)(=O)c1ccc2ccccc2c1 (stereo not given) | -8 | 12 | 0.0 | 0 | 1 | 2 | 0.2 | 3 | 7
CCCCN1C[C@H](Cc2ccccc2)[C@@H](CC(=O)NCc2ccc(OC)cc2)C1=O | -2 | 42 | 0.2 | 3 | 3 | 1 | 2.0 | -2 | 2
Clc1cccc(-c2ccc(C=Nc3ccc(N4CCOCC4)cc3)o2)c1 | -13 | 4 | 0.2 | 1 | 5 | 4 | 0.0 | -8 | -7
O=C(COC(=O)c1cccc(Cl)c1)Nc1cc(Cl)ccc1Oc1ccccc1 | 2 | -4 | 1.0 | 2 | -6 | -15 | 0.7 | -9 | -3
Cn1c(SCC(=O)c2ccccc2)ncc(C(=O)Nc2ccccc2)c1=O | -4 | -2 | 0.1 | 3 | 5 | 0 | -1.7 | 0 | 3
CCOc1cc(C=C(C#N)C#N)ccc1Oc1ccc([N+](=O)[O-])cn1 | 0 | 2 | 0.1 | 1 | -2 | 1 | -0.3 | -2 | 2
CCc1ccc(/C=C2/SC(=S)N(CC(=O)Nc3nc4ccccc4s3)C2=O)cc1 | -5 | -15 | 0.3 | 1 | -21 | -5 | 3.9 | 9 | 7
CC(C)OC(=O)CCC1(C(=O)O)CCC(=O)NC1 (stereo not given) | 4 | 6 | 0.0 | 0 | 5 | 0 | 0.0 | 4 | 4
CC(=O)c1ccccc1NS(=O)(=O)c1c(C)nn(-c2ccccc2)c1C | 1 | 7 | -0.1 | 0 | 4 | -1 | 0.5 | -1 | 0
O=[N+]([O-])c1cccc(NN=Nc2ccccc2)c1 | 5 | 12 | -0.7 | 0 | 7 | 0 | 1.3 | 4 | 3
COc1ccc(C2=NS(=O)(=O)N(C)C(C(=O)NCc3ccc4c(c3)OCO4)=C2)cc1 | 2 | 14 | 0.1 | 2 | 4 | 4 | 1.2 | 15 | 8
COc1cc(OC)cc(C(=O)NCCNC(=O)c2ccccn2)c1 | -1 | 8 | 0.1 | 1 | -4 | 2 | -2.2 | 3 | 4
Cc1ccc(C)c(NC(=O)CSc2ccc(S(=O)(=O)N3CCCC3)cn2)c1 | 5 | 3 | -0.1 | 12 | 14 | x | x | 2 | 3
CCOCCCNC(=S)NCCNc1nc2c(C)cccc2cc1C#N | -17 | 11 | 0.0 | 1 | 3 | 3 | 0.7 | 4 | 5
Cc1ccccc1N1CCN(S(=O)(=O)c2nnc(NC(=O)c3ccco3)s2)CC1 | 0 | 7 | -0.4 | 3 | -6 | -3 | 0.8 | 9 | 5
CCCc1nccn1S(=O)(=O)c1cc(OC)ccc1OC | -3 | 28 | 0.0 | 0 | 3 | 7 | 0.3 | -4 | 5

Additional entries:
mol | GLD-1 TGE inh | VLA-4 inh | Efflux pump inh | GRK2 inh | PME-1 primary | Fam108B inh | MEX-5 binding | MCL1-BIM inh | BCLXL inh
Cc1ccc(S(=O)(=O)N2CCC(C(=O)NNC(=O)c3ccccc3)CC2)cc1 | -1 | 3 | -0.1 | 0 | 11 | 7 | -1.0 | -1 | -1
O=C(NCCN1CCCCC1)c1ccc(/C=N/O)nc1 | 6 | 5 | -0.1 | 0 | 1 | -3 | -1.9 | -10 | -2
CCc1ccc(OCC(=O)Nc2nnc(C3CCCC3)s2)cc1 | -5 | 12 | -0.1 | 0 | -3 | 0 | -3.0 | -1 | -2
Cn1c(CNC(=O)c2ccco2)nnc1SCC(=O)Nc1ccc(Cl)cc1 | -8 | 0 | -0.2 | 7 | 1 | 7 | -0.9 | -2 | -3

Screens deposited in PubChem BioAssay by several laboratories.

These rows are one share of the data; rates above refer to the full screens.
